SV40 large T antigen: SV40 large T antigen inhibitors, biochemical (AID 1903); SV40 large T antigen ATPase/helicase inhibition assay; higher % means a stronger effect; inhibition, % at 20 µM; hits with a dose series show IC50 in µM; 310,000 tested, 0.39% active; in the data active means a potency from the dose series; further: strong numbers were not always called active
GPR55 antagonists: GPR55 antagonists blocking LPI-driven arrestin recruitment, primary screen, imaging, U2OS, beta-arrestin-GFP, LPI agonist (AID 2013) | G-protein coupled receptor 55 (Homo sapiens) | U2OS GPR55 beta-arrestin-GFP translocation imaging, LPI antagonism; higher % means a stronger effect | inhibition, % at 10 µM; hits with a dose series show IC50 in µM | 290,000 tested, 0.13% active;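 active means spots per cell inhibited over 60%, with over 100 cells counted and total cytoplasm intensity under 500,000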;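 further: U2OS cells stably carrying GPR55 and arrestin-GFP stimulated by 5 µM LPI near EC80; imaged beta-arrestin-GFP aggregate spots per cell after agonist stimulation; plate controls were LPI-stimulated DMSO wells for no effect and DMSO wells without LPI for full effect; some results filed as inactive read as strong as hits; confirmed hits need IC50 under 10 µM and bright autofluorescent wells are also inconclusive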
UTI89 phage lysis: inhibition of K1F phage lysis, E. coli UTI89, bacterial capsule biogenesis inhibitors, alamar blue (AID 488966); inhibition, % at 100 µM, or IC50 in µM where a hit was titrated; E. coli UTI89 K1F phage lysis, alamar blue, 2 h; higher % means a stronger effect; 340,000 tested, 0.02% active;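 active means phage lysis inhibition, versus mean bacterial control, above a set limit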;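 further: capsule biogenesis inhibitors block K1F phage lysis so surviving cells raise fluorescence; higher fluorescence means more inhibition of phage lysis; actives were called in the ten point dose series up to 300 µM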
GPR35 arrestin U2OS: GPR35 antagonists blocking zaprinast-driven arrestin recruitment, primary screen, imaging, U2OS, beta-arrestin-GFP, zaprinast agonist (AID 2058). G-protein coupled receptor 35 (Homo sapiens). 290,000 tested, 0.052% active. inhibition, % at 10 µM, or IC50 in µM where a hit was titrated. U2OS GPR35 beta-arrestin-GFP translocation imaging, zaprinast antagonism; higher % means a stronger effect;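 active means inhibition of at least 50% with at least 30 cells and total cytoplasm GFP at most 10,000,000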
RSV antiviral HEp-2: RSV antiviral activity via CPE protection, HEp-2 cells, primary 10 µM value included (AID 2391); CPE inhibition, % at 10 µM, or IC50 in µM where a hit was titrated; 310,000 tested, 0.13% active; HEp-2 cells, RSV-induced CPE inhibition; higher % means a stronger effect; in the data active means a potency from the dose series; further: strong numbers were not always called active
MgcRacGAP inhibition: MgcRacGAP GTPase-activating activity inhibitors, confirmation, biochemical, ADP Hunter fluorescence. MgcRacGAP-stimulated Rac1 GTP hydrolysis, ADP Hunter fluorescence; higher % means a stronger effect; GST-tagged Rac1 F28L mutant substrate. 340,000 tested, 0.6% active. inhibition, % at 30 µM, or IC50 in µM where a hit was titrated. AID 624330, 2012;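 active means first-screen hits whose inhibition reached a set limit at any dose in the follow-up dose series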;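 further: fluorescence reports GDP produced by GAP-driven GTP hydrolysis; strong numbers were not always called active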
HIV fusion peptide: inhibitors of HIV fusion peptide binding, primary screen, biochemical, uHTS, fluorescence dequenching (AID 1986) | cell-free peptide binding, fluorescence dequenching, 30 min; higher % means a stronger effect | 290,000 tested, 0.3% active | inhibition, % at 20 µM; hits with a dose series show IC50 in µM; in the data active means inhibition mostly above about 52%, no sharp cut-off; inactive means mostly below about 76%; further: some results filed as inactive read as strong as hits
NS5 inhibitors: Dengue-2 NS5 methyltransferase inhibitors, primary screen, biochemical, confirmation dose response (AID 588689). inhibition, % at 25 µM, or IC50 in µM where a hit was titrated. Dengue-2 NS5 methyltransferase capping enzyme assay, biochemical; higher % means a stronger effect. 340,000 tested, 0.3% active; in the data active means a potency from the dose series
PhoP inhibition: inhibitors of PhoP regulon expression, primary screen, Salmonella Typhimurium, GFP reporter (AID 1863); S. Typhimurium PhoP-regulated promoter GFP reporter, 4 h; higher % means a stronger effect; inhibition, % at 50 µM; hits with a dose series show IC50 in µM; 300,000 tested, 0.16% active;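 active means inhibition over 29.93%, a cutoff 3 SD above the screen mean, later confirmed by dose response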;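 further: 0% = low Mg2+ inducing control and 100% = high Mg2+ repressing control; strong numbers were not always called active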
The depositor's hits bear a star; . = no result given; [ ] = dose if it differs, or a comment. Rows were taken by chance; any-hit rate near 1.5%.

The opening 4 compounds (preview)
SMILES	SV40 large T antigen	GPR55 antagonists	UTI89 phage lysis	GPR35 arrestin U2OS	RSV antiviral HEp-2	MgcRacGAP inhibition	HIV fusion peptide	NS5 inhibitors	PhoP inhibition
CCOC(=O)c1ccc(N2C(=O)CC(NC3CCN(C(=O)c4cccc(Cl)c4)CC3)C2=O)cc1 (configuration not stated)	7%	3%	.	-15%	0.1%	.	1.1%	.	-1%
C/C(=N/NC(=O)c1nnn(-c2nonc2N)c1-c1ccccc1)c1ccncc1	5%	-13%	1.6%	-7%	2.9%	3%	-0.1%	-3%	-10%
Cc1sc2nc(SCC(N)=O)n(C)c(=O)c2c1C	10%	-3%	0.6%	-2%	0.5%	8%	0.9%	4%	3%
COc1ccc2[nH]c(C(=O)N3CCN(c4ccccc4F)CC3)c(C)c2c1	7%	1%	0.2%	-1%	0.2%	4%	-1.0%	-4%	.

The listing, from the start:
SMILES	SV40 large T antigen	GPR55 antagonists	UTI89 phage lysis	GPR35 arrestin U2OS	RSV antiviral HEp-2	MgcRacGAP inhibition	HIV fusion peptide	NS5 inhibitors	PhoP inhibition
CCOC(=O)c1ccc(N2C(=O)CC(NC3CCN(C(=O)c4cccc(Cl)c4)CC3)C2=O)cc1 (configuration not stated)	7%	3%	.	-15%	0.1%	.	1.1%	.	-1%
C/C(=N/NC(=O)c1nnn(-c2nonc2N)c1-c1ccccc1)c1ccncc1	5%	-13%	1.6%	-7%	2.9%	3%	-0.1%	-3%	-10%
Cc1sc2nc(SCC(N)=O)n(C)c(=O)c2c1C	10%	-3%	0.6%	-2%	0.5%	8%	0.9%	4%	3%
COc1ccc2[nH]c(C(=O)N3CCN(c4ccccc4F)CC3)c(C)c2c1	7%	1%	0.2%	-1%	0.2%	4%	-1.0%	-4%	.
Cc1nn(C)c(C(=O)N/N=C/c2cccc(Oc3ccccc3)c2)c1Br	10%	4%	0.0%	2%	2.7%	21%	-1.0%	-8%	9%
Cc1ccc(CCNC(=O)C2CCCN(c3ncnc4c3nc3n4CCCCC3)C2)cc1 (configuration not stated)	11%	-3%	0.0%	9%	1.6%	9%	0.0%	-3%	7%
N/C(=N\N=C\c1ccc(Br)o1)c1nonc1N	6%	-5%	1.9%	2%	.	9%	-2.3%	-5%	-2%
CCCCCOC(=O)Cn1c(SCC(=O)Nc2ccccc2)nc2c1c(=O)[nH]c(=O)n2C	26%	-4%	-0.3%	8%	-0.8%	-1%	7.8%	-2%	-6%
CCOc1cc(C)c(Cl)cc1S(=O)(=O)NCC1CCCO1 (configuration not stated)	1%	-2%	-0.1%	-2%	1.1%	9%	1.0%	-3%	-13%
Clc1ccc(CSC2=NCCCN2)cc1Cl	8%	8%	-0.1%	-11%	-0.6%	12%	-2.3%	4%	24%
COC(=O)[C@H](C)[C@H]1C[C@]1(C)[C@H](NC(=O)OCc1ccccc1)c1ccccc1	10%	13%	1.6%	20%	1.3%	8%	1.0%	-3%	-3%
COc1ccc(S(=O)(=O)N2CCC(C(=O)N3CCC(C(N)=O)CC3)CC2)cc1Cl	8%	8%	-0.3%	12%	1.3%	5%	-0.5%	0%	3%
Cc1ccc(SCCNC(=S)Nc2ccc(C)cc2C)cc1	2%	4%	0.5%	-4%	7.6%	7%	1.8%	-17%	-4%
CCC(C)NCC(O)COCc1ccc(Cl)cc1 (configuration not stated)	6%	-2%	0.6%	-1%	-0.1%	2%	2.9%	.	3%
Cc1nc2c(Cl)cc(Cl)cc2[nH]1	-3%	30%	1.8%	-17%	17%	12%	-1.1%	-5%	18%
Cc1cc(NC(=O)CCC(=O)NNC(=O)c2ccc(C(C)(C)C)cc2)no1	7%	-21%	-1.0%	7%	2.5%	1%	-0.2%	-8%	17%
Cc1ccc(C)c2c1cc(C)c1nnc(SCC(=O)N3CCCc4ccccc43)n12	11%	6%	14%	-13%	11%	3%	-2.1%	-1%	-5%
CC(=O)Nc1ccc(S(=O)(=O)NNc2cccc(C)c2)cc1	7%	3%	0.2%	-5%	0.4%	7%	10%	9%	2%
CCC(CC)NC(=O)CCc1nc2ccccc2c(=O)[nH]1	4%	12%	-1.9%	-9%	1.8%	-6%	2.4%	1%	-6%
COc1ccc(CNC(=O)CCn2c(=O)c3cccn3c3ccc(F)cc32)cc1	7%	5%	-0.2%	1%	.	8%	-0.7%	-4%	-2%
O=c1sc2ccccc2n1CCCOc1ccccc1	9%	31%	4.0%	4%	0.5%	6%	1.4%	-6%	-5%
CC#CC(=O)N1CCC(CO)(CCc2ccccc2)CC1	19%	-2%	-0.1%	3%	-1.1%	6%	0.5%	-8%	-4%
O=C(Nc1ccsc1C(=O)NC1CCCCC1)c1ccc(F)cc1	1%	1%	0.1%	1%	0.9%	4%	-0.1%	-6%	-12%
Cc1cc(N2CCOCC2)ccc1/C=C1\NC(=O)N(Cc2ccccc2F)C1=O	4%	-7%	0.1%	-9%	1.2%	6%	2.6%	27%	-13%

Ordered by value in PhoP inhibition (lowest first): some entries from above.
SMILES | PhoP inhibition
O=C(Nc1ccsc1C(=O)NC1CCCCC1)c1ccc(F)cc1 | -12%
Cc1ccc(SCCNC(=S)Nc2ccc(C)cc2C)cc1 | -4%
Cc1nc2c(Cl)cc(Cl)cc2[nH]1 | 18%

Remaining list, next part:
SMILES	SV40 large T antigen	GPR55 antagonists	UTI89 phage lysis	GPR35 arrestin U2OS	RSV antiviral HEp-2	MgcRacGAP inhibition	HIV fusion peptide	NS5 inhibitors	PhoP inhibition
Cc1ccccc1[C@@H](NC(=O)OC(C)(C)C)C(=O)OC(C)(C)C	.	.	0.3%	.	0.3%	5%	.	-8%	.
CCCCOc1ccc(C(=O)NCC(=O)NCCOc2ccc(C)cc2)cc1	.	.	0.1%[50 µM]	.	1.6%	4%	.	3%	.
Cc1cccc(NC(=O)Nc2cnccn2)c1	2%	0%	0.3%	-6%	1.5%	7%	1.0%	-3%	7%
Cc1ccc(S(=O)(=O)n2ccc3c2CCCC3=O)cc1	6%	-1%	0.1%	0%	-0.8%	8%	-2.6%	-1%	9%
O=C(CSc1nnc(-c2ccc(S(=O)(=O)N3CCOCC3)cc2)o1)c1ccccc1F	4%	12%	1.4%	-5%	2.5%	8%	1.6%	0%	2%
CCOc1ccc(NC(=O)C/C(C)=N/NC(=O)c2cnccn2)cc1	11%	12%	0.3%	-9%	0.1%	8%	0.3%	4%	-1%
CCN1C(=O)CSC1=NC1C2CC3CC(C2)CC1C3 (configuration not stated)	13%	-4%	0.1%	4%	3.0%	2%	0.3%	-3%	5%
O=C(CC1CCCC1)NCCS(=O)(=O)N1CCN(c2ccc(F)cc2)CC1	1%	.	0.9%[50 µM]	.	2.9%	3%	.	-11%	-6%
CN1CCN(C(=O)C2CCN(c3ncc(C(F)(F)F)cc3Cl)CC2)CC1	2%	4%	0.3%	-8%	1.2%	7%	1.0%	-3%	-3%
COc1cc(C(=O)NCCc2ccc(S(=O)(=O)N3CCCC3)cc2)cc(OC)c1OC	9%	-3%	0.0%	-2%	-0.8%	4%	-1.3%	-5%	-10%
CCC(CC)NC(=O)Nc1ccccc1C	1%	-11%	0.0%	-8%	-0.6%	1%	-1.4%	1%	6%
Cc1cc(NC(=O)c2ccco2)sc1C	.	.	1.8%[50 µM]	.	1.4%	8%	.	-4%	.
COC(=O)[C@H](CCSC)NC(=O)NCc1cccs1	5%	-1%	2.2%	-4%	-0.4%	5%	-0.2%	2%	-12%
Cc1nc2sc(C(c3ccc(F)cc3)N3CCOCC3)c(O)n2n1 (configuration not stated)	8%	10%	0.7%	5%	0.0%	4%	2.0%	-5%	16%
O=C(CC1Oc2ccccc2NC1=O)NCCCN1CCCC1=O (configuration not stated)	15%	9%	1.0%	14%	-0.5%	6%	1.9%	-2%	9%
CCC(C)(C)n1nnnc1C(c1cc(OC)ccc1OC)N1CCC(C(N)=O)CC1 (configuration not stated)	8%	8%	6.8%	-8%	2.7%	5%	0.1%	7%	4%
N#Cc1ccc(S(=O)(=O)NCC(=O)OCC(=O)N2CCCC2=O)cc1	6%	.	1.2%[50 µM]	.	0.1%	8%	.	1%	-1%
N#Cc1c(N)oc(-c2cccs2)c1-c1cccs1	17%	-2%	0.7%	-9%	0.1%	7%	5.2%	7%	-2%
CCc1c(C)c2ccc(OCC(=O)OC(C)C)c(C)c2oc1=O	18%	10%	6.8%	10%	1.8%	6%	2.3%	-7%	-11%
Clc1ccc(-c2nnnn2-c2ccc(Cl)c(Cl)c2)cc1Cl	1%	5%	0.6%	22%	-0.1%	14%	0.2%	-1%	24%
O=C(O)c1ccc(CS(=O)(=O)c2c(Cl)cccc2Cl)o1	-2%	-4%	0.2%	-7%	-1.2%	6%	-2.3%	-3%	3%
COc1cc(NC2c3ccccc3C(=O)N2c2ccc(C)cn2)cc(OC)c1OC (configuration not stated)	12%	-14%	-1.7%	-12%	0.5%	3%	-0.5%	-2%	1%
COc1cc(CC(=O)OCC(=O)Nc2cc([N+](=O)[O-])ccc2Cl)cc(OC)c1OC	17%	-3%	1.8%	-15%	1.1%	-2%	2.2%	-7%	-6%
COc1cc(C2Nc3cccc4cccc(c34)N2)ccc1OC(C)=O	20%	5%	0.2%	20%	19%	14%	-1.0%	26%	12%
COCc1cc(C)nc2sc(C(=O)Nc3ccccc3OC)c(N)c12	7%	-5%	-0.1%	8%	-0.1%	18%	-0.9%	.	-3%
O=C(NC1CCCCC1)C(c1ccccc1)N(C(=O)c1csnn1)C1CCCC1 (configuration not stated)	0%	5%	-0.2%	15%	0.3%	-1%	-0.1%	-8%	6%
CC(=O)Nc1nnc(-c2ccc(Cl)s2)o1	3%	1%	0.6%	15%	0.9%	11%	-1.8%	-3%	-12%
COC(=O)c1cc(NS(=O)(=O)c2ccc(F)cc2)ccc1N1CCOCC1	5%	9%	0.8%	-1%	2.1%	8%	-2.2%	5%	-2%
CCOC(=O)[C@H]1[C@H]2COc3ccc(C)cc3[C@@H]2N2C(=O)CN(Cc3ccc(OC)cc3)C(=O)[C@@]12C	.	.	-1.2%	.	1.4%	5%	.	-15%	.
O=C(NCc1cn(-c2ccccc2)nc1-c1ccc(F)cc1)c1cccc([N+](=O)[O-])c1	2%	-1%	0.5%	-6%	39%	11%	-1.0%	6%	-8%
Cc1ccc(N2C(=O)C3ON(c4ccccc4)C(CC(C)C)C3C2=O)cc1 (configuration not stated)	1%	-7%	-0.1%	8%	3.3%	1%	-0.7%	-7%	-4%
